Screening results from PubChem.
UTI89 phage lysis: inhibition of K1F phage lysis, E. coli UTI89, bacterial capsule biogenesis inhibitors, alamar blue (AID 488966). 0.02% of 340,000 active. E. coli UTI89 K1F phage lysis, alamar blue, 2 h; higher % means a stronger effect. inhibition, % at 100 µM, or IC50 in µM where a hit was titrated;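 active means phage lysis inhibition, versus mean bacterial control, above a set limit; inconclusive means no clear call, values can overlap the other calls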;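 further: capsule biogenesis inhibitors block K1F phage lysis so surviving cells raise fluorescence; higher fluorescence means more inhibition of phage lysis; actives were called in the ten point dose series up to 300 µM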
GPR55 activation: GPR55 agonists via beta-arrestin recruitment, primary screen, imaging, U2OS cells, beta-arrestin-GFP redistribution (AID 1961). G-protein coupled receptor 55 (Homo sapiens). U2OS GPR55 beta-arrestin-GFP redistribution imaging; higher % means a stronger effect. activation, % at 10 µM; hits with a dose series show EC50 in µM. 0.048% of 290,000 active;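 active means activation above 40% with more than 50 cells counted in the well; inconclusive means wells holding fewer than 50 cells, flagged as toxic or sparse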;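 further: U2OS osteosarcoma cells stably expressing GPR55 and beta-arrestin-GFP; plate controls were DMSO negative control for no effect and LPI positive control for full effect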
NTR1 agonist: agonists of NTR1, primary screen, imaging, U2OS cells, beta-arrestin-GFP, high content (AID 493036); NTR1-U2OS beta-arrestin-GFP spot imaging, agonist mode; activation, % at 20 µM; 0.17% of 330,000 active;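 active means activation at or above 40% of the spot to cytoplasm intensity ratio, with at least 20 cells analyzed; inconclusive means wells under 20 cells, flagged as cytotoxic or low count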;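 further: 0% = DMSO without peptide and 100% = 100 nM NTR1 peptide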
Target sequence (P30989 whole entry, looked up): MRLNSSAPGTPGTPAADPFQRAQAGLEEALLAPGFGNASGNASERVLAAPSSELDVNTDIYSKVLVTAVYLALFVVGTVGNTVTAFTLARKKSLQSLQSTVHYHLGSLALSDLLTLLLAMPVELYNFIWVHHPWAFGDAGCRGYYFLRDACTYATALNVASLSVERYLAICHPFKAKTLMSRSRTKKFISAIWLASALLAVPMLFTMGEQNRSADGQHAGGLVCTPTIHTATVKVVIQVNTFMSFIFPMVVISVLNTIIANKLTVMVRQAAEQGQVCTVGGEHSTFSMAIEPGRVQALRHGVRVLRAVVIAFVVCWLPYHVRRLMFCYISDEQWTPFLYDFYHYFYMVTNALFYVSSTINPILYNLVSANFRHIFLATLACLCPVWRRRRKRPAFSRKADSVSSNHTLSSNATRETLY
GPR35 antagonists: GPR35 antagonists blocking zaprinast-driven arrestin recruitment, primary screen, imaging, U2OS, beta-arrestin-GFP, zaprinast agonist (AID 2058); G-protein coupled receptor 35 (Homo sapiens); U2OS GPR35 beta-arrestin-GFP translocation imaging, zaprinast antagonism; higher % means a stronger effect; one-dose inhibition, % at 10 µM; IC50 in µM for titrated hits; 0.052% of 290,000 active;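 active means inhibition of at least 50% with at least 30 cells and total cytoplasm GFP at most 10,000,000; inconclusive means under 30 cells or total GFP of 10,000,000 plus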
GPR55 antagonists: GPR55 antagonists blocking LPI-driven arrestin recruitment, primary screen, imaging, U2OS, beta-arrestin-GFP, LPI agonist (AID 2013) | G-protein coupled receptor 55 (Homo sapiens) | inhibition, % at 10 µM; hits with a dose series show IC50 in µM | 0.13% of 290,000 active | U2OS GPR55 beta-arrestin-GFP translocation imaging, LPI antagonism; higher % means a stronger effect;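 active means spots per cell inhibited over 60%, with over 100 cells counted and total cytoplasm intensity under 500,000; inconclusive means wells with under 100 cells, flagged as likely toxic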;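 further: U2OS cells stably carrying GPR55 and arrestin-GFP stimulated by 5 µM LPI near EC80; imaged beta-arrestin-GFP aggregate spots per cell after agonist stimulation; plate controls were LPI-stimulated DMSO wells for no effect and DMSO wells without LPI for full effect; some results filed as inactive read as strong as hits; confirmed hits need IC50 under 10 µM and bright autofluorescent wells are also inconclusive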
MgcRacGAP inhibition: MgcRacGAP GTPase-activating activity inhibitors, confirmation, biochemical, ADP Hunter fluorescence; one-dose inhibition, % at 30 µM; IC50 in µM for titrated hits; 0.6% of 340,000 active; Rac GTPase-activating protein 1 (Homo sapiens); AID 624330, 2012; MgcRacGAP-stimulated Rac1 GTP hydrolysis, ADP Hunter fluorescence; higher % means a stronger effect; GST-tagged Rac1 F28L mutant substrate;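 active means first-screen hits whose inhibition reached a set limit at any dose in the follow-up dose series; inconclusive means inhibition above the set first-screen limit but never retested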;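 further: fluorescence reports GDP produced by GAP-driven GTP hydrolysis; strong numbers were not always called active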
KOR beta-arrestin-1: KOR antagonists, beta-arrestin recruitment, cell-based, luminescence, uHTS (AID 1778). Kappa-type opioid receptor (Homo sapiens). KOR beta-arrestin recruitment, luminescence, antagonist mode; higher % means a stronger effect. inhibition, % at 10 µM, or IC50 in µM where a hit was titrated. 0.091% of 290,000 active; in the data active means inhibition above about 50%; further: strong numbers were not always called active
NOD1 inhibition: NOD1 signaling inhibitors, primary screen, cell-based, luminescence, uHTS (AID 1578). NOD1-driven NF-kB luciferase reporter cells, luminescence; higher % means a stronger effect. inhibition, % at 4 µM; hits with a dose series show EC50 in µM. 1% of 290,000 active; in the data active means inhibition mostly above about 36%, no sharp cut-off; inactive means mostly below about 34%;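 further: HEK-293T reporter cells stimulated with the NOD1 agonist gamma-tri-DAP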
KOR beta-arrestin-2: KOR agonists, beta-arrestin recruitment, primary screen, cell-based, luminescence, uHTS (AID 1777); 0.02% of 280,000 active; Kappa-type opioid receptor (Homo sapiens); KOR beta-arrestin recruitment, luminescence; higher % means a stronger effect; activation, % at 10 µM; hits with a dose series show EC50 in µM; in the data active means activation above about 50%, passing the limit was not always enough; further: a part of the inactive calls stands beside numbers as strong as those of hits
NTR1 agonist cell count 20 µM: second read-out of NTR1 agonist, no call of its own (marks repeat the call); cell count; measured here: cell count, cytotoxicity flag
Numbers without * were called inactive; ? = inconclusive; . = no result given; [ ] = dose if it differs, or a comment. A portion of the library; rates above refer to the full screens.

SMILES | UTI89 phage lysis | GPR55 activation | NTR1 agonist | NTR1 agonist cell count 20 µM | GPR35 antagonists | GPR55 antagonists | MgcRacGAP inhibition | KOR beta-arrestin-1 | NOD1 inhibition | KOR beta-arrestin-2
CCC1CCC/C1=N\NC(=O)c1ccoc1C (stereo not drawn) | 1.6%[50 µM] | 0.6% | 0.7 | 47 | -0.1% | -4.2% | 5.2% | 3.2% | -27.0% | -0.9%
Fc1cccc(Cc2noc(CN3CCN(C4CCc5ccccc5C4)CC3)n2)c1 (stereo not drawn) | 0.3% | -0.1% | 0.8 | 85 | -6.4% | 1.6% | -17.9% | -39.5%[20 µM] | -36.9% | .
Cc1cc2cc(C=O)c(Cl)nc2cc1C | 0.2% | -0.1% | 3.0 | 81 | 12.4% | -24.0% | 5.7% | -23.5% | -8.3% | 17.2%
COc1ccc(NC(=O)/C(C#N)=C\c2ccc(Br)o2)cc1 | 1.3%[50 µM] | -0.1% | 2.5 | 67 | 5.8% | 5.3% | 12.0% | 0.5% | -9.5% | 1.1%
Cc1cc(CN(C)C(=O)CC2C(=O)NCCN2Cc2c(F)cccc2Cl)on1 (stereo not drawn) | -0.1% | 0.0% | 1.6 | 49 | -13.8% | -5.0% | 1.3% | 2.4% | -9.3% | -0.4%
CCOC(=O)C1=NNC2C(=O)N(C3CCCCC3)C(=O)C12 (stereo not drawn) | 3.1% | -0.2% | -3.1 | 100 | 10.2% | 0.4% | 8.9% | 9.0% | 3.0% | -2.8%
Cc1cccc(NC(=O)C2CC(=O)n3cnnc3S2)c1 (stereo not drawn) | -8.7% | 0.0% | -0.2 | 92 | 5.3% | 13.1% | 5.6% | 16.4% | 17.2% | -3.9%
Cc1ccn(C(C)CC(=O)N2CCc3ccccc32)n1 (stereo not drawn) | 0.2% | -0.3% | 0.2 | 58 | -0.2% | 17.1% | 7.4% | -25.9% | -18.3% | -5.2%
O=C(NNS(=O)(=O)c1ccccc1)c1cnn(-c2ccc(Cl)cc2)c1C(F)(F)F | -0.7% | -0.2% | 0.8 | 50 | -2.9% | 4.8% | 12.9% | 11.2% | -4.4% | 1.6%
CC(C)NC(=O)c1ccccc1NC(=O)Cc1ccc(Cl)cc1 | 0.1%[50 µM] | -0.1% | -0.2 | 44 | 4.4% | 13.0% | 6.4% | 18.7% | 8.6% | -0.5%
O=C(c1cccs1)N1CCCC(c2nc3c(nnn3Cc3ccccc3Cl)c(=O)[nH]2)C1 (stereo not drawn) | -1.2% | -0.2% | 0.2 | 50 | -1.1% | 10.0% | 3.5% | -10.6% | -2.0% | 2.4%
Clc1ccc(-c2cn(-c3ccccc3)c3[n+]2CCS3)cc1 | 0.9% | -0.1% | 0.6 | 83 | 52.6% | 4.9% | 12.1% | 1.4% | 1.2% | -1.9%
c1ccc2c3c([nH]c2c1)-c1[nH]ncc1CC3 | -0.4% | 0.4% | 4.1 | 55 | 27.6% | -7.9% | 10.7% | 1.0% | 26.8% | 4.1%
CC1Oc2ccccc2N(Cc2cccnc2)C1=O (stereo not drawn) | 1.3% | 0.6% | -0.1 | 95 | 15.5% | 3.0% | 9.3% | -36.4% | -12.1% | -1.7%
COC(=O)c1sccc1-c1ccc(/C=N/OC(=O)c2cccs2)o1 | -0.3% | 0.2% | 4.2 | 54 | 1.0% | 6.2% | 12.3% | 13.2% | -12.5% | -2.9%
CCOC(=O)c1cc(S(=O)(=O)N2CC(C)CC(C)C2)cn1C (stereo not drawn) | 3.3% | 0.3% | 1.0 | 71 | -7.1% | 7.2% | 12.6% | -11.1% | 10.8% | -3.8%
CCCOC(=O)NC1C(NC(=O)OCCC)N(C)C(=O)N1C (stereo not drawn) | 0.5% | -0.1% | 0.7 | 49 | -6.4% | -6.9% | 5.0% | 10.4% | -9.8% | -2.1%
Cc1ccc(/C=C2\Sc3ccccc3C2=O)s1 | 1.3% | -0.1% | -1.4 | 99 | -10.7% | -1.1% | 2.4% | 3.7% | -38.7% | -0.8%
Cc1c(N=Cc2cc3c(cc2Cl)OCO3)c(=O)n(-c2ccccc2)n1C | 0.9% | -1.0% | 9.8 | 68 | 20.1% | -2.5% | 4.0% | 23.3% | -2.0% | -7.8%
Cc1c(-c2ccccc2)nc(-c2ccccc2)[nH]c1=O | 0.3%[50 µM] | -0.3% | 1.1 | 55 | 4.5% | 13.0% | -8.7% | 10.9% | -20.7% | 0.5%
O=C(NCc1ccco1)c1cc(-c2ccc(F)cc2)on1 | 6.5% | -0.1% | 0.9 | 88 | 8.7% | -0.2% | 1.6% | -25.1% | -57.2% | -3.6%
Cc1cccc(-n2cc(-c3ccc([N+](=O)[O-])cc3)[nH]c2=S)c1 | -0.1% | -0.2% | 0.8 | 61 | -3.9% | 1.5% | 3.7% | 22.7% | -19.0% | 2.4%
COc1ccc2nc(C)cc(N3CCC(C(N)=O)CC3)c2c1 | -0.2% | -0.3% | 0.0 | 61 | 1.6% | -3.5% | 3.8% | -8.6% | -3.7% | -2.6%
Cc1ccc(S(=O)(=O)N2CCN(C(=O)c3ccccn3)CC2)cc1 | 0.3% | -0.4% | -0.2 | 40 | 2.4% | 4.7% | 11.0% | -11.7% | -49.8% | -6.0%
Cc1ccc(O)c(N=NC2=C(O)CC(C)(C)CC2=O)c1 | -1.6% | 0.2% | -0.2 | 42 | 1.2% | -0.5% | 15.2% | 27.1% | -1.6% | -4.9%

Results in KOR beta-arrestin-1 and MgcRacGAP inhibition, for some of the entries so far:
structure	KOR beta-arrestin-1	MgcRacGAP inhibition
Cc1cc(CN(C)C(=O)CC2C(=O)NCCN2Cc2c(F)cccc2Cl)on1 (stereo not drawn)	2.4%	1.3%
CCOC(=O)C1=NNC2C(=O)N(C3CCCCC3)C(=O)C12 (stereo not drawn)	9.0%	8.9%

Other records follow.
SMILES | UTI89 phage lysis | GPR55 activation | NTR1 agonist | NTR1 agonist cell count 20 µM | GPR35 antagonists | GPR55 antagonists | MgcRacGAP inhibition | KOR beta-arrestin-1 | NOD1 inhibition | KOR beta-arrestin-2
CCOC(=O)c1nn(-c2ccc(C)cc2)cc1C(=O)c1ccccc1 | 0.1% | -0.2% | 0.4 | 79 | -0.5% | -2.8% | 8.6% | 30.3% | -57.6% | -2.0%
O=C(Nc1ccccc1)NC1CCN(Cc2ccccc2)CC1 | 0.0% | 0.2% | 0.1 | 86 | 1.2% | 4.0% | 10.4% | -13.5%[20 µM] | -27.1% | 2.9%
O=C(O)c1ccc(-n2nnnc2Oc2ccccc2C(=O)N2CCOCC2)cc1 | -0.1% | -0.1% | -0.6 | 83 | -0.4% | 5.3% | 5.2% | -35.8% | -30.3% | 7.1%
COc1ccc(-c2noc(COc3ccc4c(c3)OCO4)n2)cc1 | 0.5%[50 µM] | -0.2% | 0.0 | 45 | 1.9% | -6.4% | -3.2% | 23.8% | -21.2% | -0.6%
Cc1ccc2ncc(NC(=O)c3ccc(F)cc3)c(=O)n2c1 | 6.2% | -0.1% | -0.6 | 50 | 5.3% | 4.9% | 3.8% | -10.5% | -34.9% | 2.2%
COc1ccc(C)cc1S(=O)(=O)Nc1ccccc1 | 2.0% | 0.3% | 0.9 | 81 | -0.6% | 10.0% | 8.5% | -31.4% | 5.0% | -8.5%
O=C(CNC1CCCCCC1)Nc1ccc(N2CCCC2)cc1 | . | -0.1% | 1.6 | 38 | 7.4% | 12.3% | . | 15.4% | 6.2% | -3.0%
COc1cc(/C=C2/C(=O)NN(c3cccc(C)c3)C2=O)cc([N+](=O)[O-])c1O | 0.2% | 0.2% | 0.7 | 38 | 6.8% | 4.3% | ? | 0.0%[20 µM] | -30.0% | -12.2%
O=C(N/N=C/c1ccco1)C1CC1 | 0.6%[50 µM] | 0.0% | 0.1 | 67 | 10.9% | -4.6% | 6.0% | -12.9% | 34.7% | 7.7%
Cc1cc(C)n(C(=O)CSc2nc3ccccc3o2)n1 | -1.7% | -0.2% | 1.2 | 54 | -24.6% | -12.5% | 1.9% | -30.9% | 1.4% | -0.7%
COc1ccc(-c2ccc(NS(=O)(=O)c3cccc([N+](=O)[O-])c3)cc2)nn1 | 0.2% | 0.2% | -0.3 | 75 | 7.7% | -2.2% | 4.8% | -24.7% | -12.7% | -0.4%
O=C(Nc1ccccc1Oc1cccnc1)C1CCCN(C/C=C/c2ccc(F)cc2)C1 (stereo not drawn) | 0.5%[50 µM] | -0.1% | 4.3 | 58 | 1.6% | 6.1% | 5.2% | 14.0% | -12.6% | -0.2%
Cc1ccc(NC(=O)c2ncc(Cl)c(Cl)c2Cl)cc1C | -1.1% | 0.6% | 1.5 | 46 | 2.8% | 10.8% | -4.7% | 1.5% | -51.7% | 5.2%
O=C(CNCc1ccco1)Nc1ccccc1-n1cccc1 | -0.1%[50 µM] | -0.3% | -1.8 | 47 | -12.9% | -2.7% | 12.8% | -1.8% | -36.4% | -14.9%
CC(C)(C)C1CCC(=O)N(CCSc2ccccc2)CC1 (stereo not drawn) | 1.0% | -0.3% | 2.3 | 93 | 9.8% | -2.5% | 3.9% | -14.9%[20 µM] | -65.0% | .
O=C(Cc1cccs1)N1CCCC(c2nc(-c3ccc(S(=O)(=O)N4CCCC4)cc3)no2)C1 (stereo not drawn) | 0.9% | -0.3% | 4.7 | 59 | -4.3% | 16.0% | 6.6% | -19.7% | -14.8% | 0.9%
O=C(NC1CCCCC1)C1CC(=O)N(Cc2ccccc2)C1 (stereo not drawn) | 0.1% | -0.2% | 1.5 | 50 | 4.1% | -4.6% | 5.9% | -18.8% | 14.7% | 4.5%
O=C1C2C3C=CC(C4CC34)C2C(=O)N1/N=C/c1c[nH]c2ccccc12 (stereo not drawn) | -0.8% | 0.7% | -0.6 | 94 | -2.9% | -0.8% | 8.3% | 25.6% | -45.2% | 3.6%
Cc1ccc(Cn2ncc3c(N4CCN(c5ccccc5C)CC4)ncnc32)cc1 | 0.2% | 0.2% | 4.7 | 49 | 0.761µM* | 14.1% | 6.2% | 16.2% | -11.1% | 0.6%
